# mcGAS MS inh: blocks mouse cGAS cGAMP production; Q8C6L5; recombinant mouse cGAS, cGAMP by RapidFire MS; inhibition, % at 12.5 µM; 130,000 tested, 0.18% active;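 active means inhibition of cGAS enzyme activity at or above 60%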;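 further: enzyme stimulated by 45 bp dsDNA with ATP and GTP substrates; cGAMP share of summed cGAMP plus half ATP and half GTP signals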
# Target sequence (Q8C6L5 whole entry, looked up): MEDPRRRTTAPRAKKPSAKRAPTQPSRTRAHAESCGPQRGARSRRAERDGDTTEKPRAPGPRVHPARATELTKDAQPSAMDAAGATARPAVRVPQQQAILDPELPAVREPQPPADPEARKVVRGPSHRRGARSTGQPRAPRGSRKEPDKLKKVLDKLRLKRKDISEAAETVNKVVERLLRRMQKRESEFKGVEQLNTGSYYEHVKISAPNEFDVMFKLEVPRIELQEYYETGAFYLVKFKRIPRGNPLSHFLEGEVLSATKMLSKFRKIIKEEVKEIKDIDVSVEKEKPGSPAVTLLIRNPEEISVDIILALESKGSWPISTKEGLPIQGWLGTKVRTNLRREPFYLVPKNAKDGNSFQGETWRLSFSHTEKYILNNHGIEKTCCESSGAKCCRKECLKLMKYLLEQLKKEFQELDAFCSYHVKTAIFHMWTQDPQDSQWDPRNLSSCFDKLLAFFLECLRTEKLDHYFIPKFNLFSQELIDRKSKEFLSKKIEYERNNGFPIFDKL
# An asterisk follows results filed as active; & = joins results of further samples.
SMILES,mcGAS MS inh
CC(C)CC(N)C(=O)N(C)Cc1ccccn1 (stereo unspecified),-1
Cn1ccc2c(NC(=O)NC3CCN(C4CC4)CC3)cccc21,-5
O=C(Cc1cccs1)OCc1cc(=O)n2ccsc2n1,-8
Cc1ccc(-c2cc(-c3nnco3)c3ccccc3n2)cc1,-7
Cc1ccccc1C(c1ncccc1C)N(C)C(=O)C1CCN(CCOc2ccc3ccccc3c2)CC1 (stereo unspecified),0
CCc1c(CN2CC(C)CC(C)C2)csc1C (stereo unspecified),-4
Cc1cc(C)n(CCNS(=O)(=O)c2ccc(C)c(C)c2)n1,-19
O=C(NCc1ccc(-n2ccnc2)nc1)N1CCc2ccccc2C1,8
COc1cccc(-c2nnn(CCOc3ccccc3F)n2)c1,-5
CC(C)C(NC(=O)c1ccccc1Cl)C(=O)NCC1CCCOC1C(C)C (stereo unspecified),-3
c1coc(CN(Cc2ccsc2)Cc2cnc[nH]2)c1,-23
CC(NCc1ccco1)c1nc2cc(Cl)ccc2c(=O)[nH]1 (stereo unspecified),1
CCc1ccc(/C=C/C2=Nc3ccccc3SC(C)(C)C2)cc1,25
Cc1cccnc1CNc1cccc(F)n1,2
CNc1ncnc2ncn(CCC(=O)Nc3cccc(Cl)c3)c12,-5
CCN(CC)C1CCN(C(=O)CCC(=O)NC2CCCCCCC2)C1 (stereo unspecified),-4
COc1ccc(S(=O)(=O)N2CCCCC2)cc1NC(=O)CC(C)(C)C,-1
CC(C)C(=O)Nc1ccc(SCCN(C(C)C)C(C)C)nn1,5
C#CCCN1CCN(C(=O)C(NC(=O)c2ccccc2C)C(C)C)CC1 (stereo unspecified),-4
Cc1cnccc1CN(C)C(=O)CCN1CCCCO1,-30
CC(C)OCCCNC(=O)C(C#N)C(=O)CC(C)c1ccccc1F (stereo unspecified),-23
CC(=O)N(CN1C(=O)c2cccc([N+](=O)[O-])c2C1=O)c1ccc2c(c1)oc1ccccc12,2
COc1ccc(C(=O)C2CCCN(S(=O)(=O)c3ccc(Cl)s3)C2)c(C)c1 (stereo unspecified),-11
C=CCn1cc(CN2CCN(S(=O)(=O)CC)CC2)c(C)n1,-16
COC(=O)c1ccc(NC(=O)Cn2ncccc2=O)cc1,-5
CCC(c1ccc(F)cc1F)S(=O)(=O)CCO (stereo unspecified),-2
O=C(OC(c1cncc(F)c1)C1CCCCC1)C1COCCO1 (stereo unspecified),-3&-1
O=C(c1cccs1)N(CCN1CCOCC1)c1nc2c(F)cc(F)cc2s1,-10
O=C(c1cccc2[nH]ccc12)N1CCN(c2cc(-c3ccccc3)[nH]n2)CC1,-13
Cc1cc(C)n(C)c(=O)c1C(=O)N1CCO[C@@H]2CCCC[C@H]21,-38
CCOCc1c(C)cc(C)c(C=C(C#N)C#N)c1C,3
CCc1nnc(CN2CCCN(CC3CC3)C(C(C)C)C2)o1 (stereo unspecified),-31
CC(=O)NCCC1CN(Cc2cc3ccccc3n2C)CCO1 (stereo unspecified),-21
NC(=O)c1ccc(C(=O)NCc2cc(Br)c3c(c2)OCO3)nc1,-6
Cc1cccnc1CN(C)C(=O)c1cc(CN2CCC(Cc3ccccc3)CC2)on1,-6
Cc1cc(C(=O)NC(c2ccc3c(c2)OCCO3)C(C)C)c(C)o1 (stereo unspecified),3
CS(=O)(=O)N1CCCCC1C(=O)N1CCN(c2nc3ccc(F)cc3s2)CC1 (stereo unspecified),12
Fc1ccc(-c2nc(C3CC3)ncc2-c2nnnn2-c2ccccc2)cc1,-43
CCCNC(=O)c1ccc(NC(=O)CC2CCCO2)cc1Cl (stereo unspecified),-2
Cc1ccc(CN2CCCC(CNC(=O)CNC(N)=O)C2)cc1C (stereo unspecified),-1
O=c1c2cc3c(=O)n(-c4ncn[nH]4)ccc3nc2ccn1Cc1ccccc1,-3
COC(=O)c1c(C)nn(-c2cc(Oc3ccccc3)ncn2)c1N,-6
Cc1ccc(CNC(=O)c2ccc(NC(=O)OC(C)(C)C)cc2)n1C,-10
CCNC(=O)Cn1c(CO)cnc1SCc1cc(OC)cc(OC)c1,5
Cc1[nH]c(=O)c(C(=O)N2CCC(C(O)CC(C)C)CC2)c(C)c1Cl (stereo unspecified),-10
Cc1ccc(NC(=O)CC2(CC(=O)N3CCOCC3)CCCC2)c(C)c1,13
O=c1[nH]nc(-c2ccccc2)c2sc(N3CCCC3)nc12,-7
CCOCCn1c(N2CCCCC2)nc2c1c(=O)[nH]c(=O)n2C,-1
CCN(CC)C(=O)Cn1cc(C(=O)N2CCC(OCc3ccccc3)CC2)nn1,-8
NC(=O)c1cncc(N2CCCC(C(=O)c3ccc4ccccc4c3)C2)n1 (stereo unspecified),-21
# Next section.
SMILES,mcGAS MS inh
NC1=NC2(CCC(c3ccccc3)CC2)n2c(nc3cc4c(cc32)OCCCO4)N1 (stereo unspecified),-9
CC(C)(C)C(=O)Nc1ccnn1C1CCN(CC2=CC[C@H]3C[C@@H]2C3(C)C)CC1,-12
C=CS(=O)(=O)Oc1cc(C)cc(C)c1,-12
NC(=O)Nc1sc(-c2ccc(F)cc2)cc1C(N)=O,-12
CC(NS(=O)(=O)c1ccc(C(F)(F)F)cc1)C1CC1 (stereo unspecified),6
CCCOc1ccc(C(=O)NNC(=O)c2ccc[nH]c2=O)cc1,3
O=S(=O)(Nc1ccc2c(c1)CCC2)c1ccc(S(=O)(=O)N2CCCC2)cc1,-7
O=C(NCC1CCC(CNC(=O)C2CC=CC2)CC1)C1CC=CC1 (stereo unspecified),-8
Cc1c(C)n2c3c(=O)[nH]c(=O)n(C)c3nc2n1CCN1CCN(c2ccc(F)cc2)CC1,-3
CCc1oc2c(-n3cnnc3)cccc2c1C,-6
COc1cc(NC(=O)CCC2CCCN(C(=O)Cc3cccnc3)C2)cc(OC)c1 (stereo unspecified),-2
O=C(NCC(O)c1ccc(F)cc1)Nc1ccc2c(c1)CCCO2 (stereo unspecified),9
COc1ccc2sc(Nc3ccccc3C#N)nc2c1,-8
Cc1cc(C)nc(-n2nc(C)c3c2CC(/C=C/c2ccccc2)CC3=O)n1 (stereo unspecified),-28
Cc1ccc(C(=O)NC2(C#N)CCC3(CC2)OCCO3)cc1Cl,-8
N#CC1(C#N)[C@@H](C(=O)c2ccccc2)C12CCOCC2,-9
Cc1ccc(S(=O)(=O)NC(=O)CCc2cscn2)c(F)c1,-3
COc1cc(OC)c2c(c1)C(=O)NN1C(=O)OC(C)(C)C21C (stereo unspecified),-10
O=C(CCC1CCN(C(=O)C2(c3ccccc3)CCCCC2)CC1)NC1CC1,-13
Cc1ccc(C2=CSC3=NS(=O)(=O)CCN23)cc1,42
Cc1cnc(-n2cnnc2)c(-c2cccc(C(C)N3CCCC3)c2)c1 (stereo unspecified),-12
CC1(C(=O)NS(=O)(=O)Cc2ccccc2)CCN1C(=O)CC1CC1 (stereo unspecified),-6
Cc1cc(=O)n2[nH]c(SCC(=O)N(Cc3ncccc3C)C(C)C)nc2n1,-1
CC(C)c1noc(-c2ccc(N3CCN(CC4CC4)CC3)nc2)n1,-7
Cc1cc(C)cc(C(=O)Nn2cnnc2)c1,5
CC(C)c1ccc(CC2(C)C(=O)Nc3ccc(S(=O)(=O)NC4CCCCC4)cc32)cc1 (stereo unspecified),-10
COc1ccc(S(=O)(=O)N2CCN(c3ccc(C)c(Cl)c3)CC2)cc1OC,10
CCn1c(C2CCCNC2)nn(Cc2ccc(Cl)s2)c1=O (stereo unspecified),-38
S=c1[nH]nc(NCc2ccco2)s1,-6
CC1(C(=O)NCCc2nc3ccccc3c(=O)[nH]2)CCCCO1 (stereo unspecified),-10
CCCN[C@H]1CCc2nc(N)sc2C1,-4&-4&-2
Cc1c(C(=O)CSc2n[nH]c(COc3ccccc3)n2)c(=O)n(-c2ccccc2)n1C,-15
N#Cc1ccc(OS(=O)(=O)c2cccc(F)c2)cc1,-16
CCOc1ncnc2c1sc1nc(N3CCOCC3)c3c(c12)CCCC3,-1
COc1ccccc1C(C)CC(=O)NCC1(C(O)c2ccccc2)CC1 (stereo unspecified),-11
OCc1cn(-c2ccccc2)nc1-c1cc2ccccc2o1,-1
Cc1cccn2c(CC(=O)NCc3nccn3Cc3ccccc3)cnc12,-12
COc1ccc(Nc2ccncc2[N+](=O)[O-])cc1,-4
Cc1cn2c3c(=O)n(C)c(=O)n(C)c3nc2n1Cc1c(Cl)cccc1Cl,-4
COc1ccccc1C(C)NS(=O)(=O)N1CCCC(C)C1 (stereo unspecified),-12
C[C@H](C(=O)NCc1cccnc1)N1Cc2ccc(N3CCOCC3)nc2C1=O,5
COc1ccc(NC(=O)C2(C)CCN2Cc2ccc(OC(C)C)cc2)cc1OC (stereo unspecified),-5
O=C1OC(c2cc([N+](=O)[O-])ccc2Cl)=N/C1=C\C(Cl)=C\c1ccccc1,8
Cc1cc(C)n(C(C)C(=O)NCC(C)(O)c2ccsc2)n1 (stereo unspecified),-19
CCN(C(=O)c1cccn(Cc2cc(C)ccc2C)c1=O)c1ccccc1,-3
COc1ccc(NCN2C(=O)C3CC=CCC3C2=O)cc1 (stereo unspecified),-1
Cc1ccc(C(=O)CCC(=O)Nc2cccc(-n3ccnc3)c2)cc1,2
Cc1nc2sc3c(c2c(=O)n1N=Cc1ccco1)CCCC3,-8
CCN(CC)Cc1ccccc1CNC(=O)Nc1cccc(C)c1,-15
CC(=O)Nc1ccc(C(=O)OC(C)C(=O)N2CCc3ccccc3C2)s1 (stereo unspecified),-16
# Carrying on:
SMILES,mcGAS MS inh
O=S(=O)(Oc1ccccc1F)c1ccc2c(c1)CCCC2,7
CC(C)(C)NC(=O)C1C(=O)NC2(C)CC1c1ccccc1O2 (stereo unspecified),-8
c1nc(NC2CCCCCC2)c2nc3n(c2n1)CCCCC3,-7
CC(C)N(C(=O)CNc1ccc(-n2cnnn2)cc1)c1ccccc1,5
CCOCCC(=O)N1CCC(=O)N(Cc2ccc(F)cc2)C(C(C)C)C1 (stereo unspecified),-22
CC(=O)Oc1cn(C(C)C)c2nc(C)n3c(=O)c4ccccc4nc3c12,29
COC(=O)[C@@H]1C[C@H](C(=O)NCCCn2cccn2)[C@H](c2cccc(Cl)c2)N1C,-7
Cc1ccc(C(C)NC(=O)NC2CCCc3c2cnn3CCO)o1 (stereo unspecified),-16
CCCCOC(=O)c1ccc(NC(=S)NC(=O)c2cncc(Br)c2)cc1,-5
CCOC(=O)C1(Cc2ccc(F)cc2F)CCCN(C(=O)c2cc3ccccc3cn2)C1 (stereo unspecified),-8
Cn1cc(S(=O)(=O)NC(c2ccc(F)cc2)c2cccnc2)cn1 (stereo unspecified),3
CCCOc1ccc(Cl)cc1NC(=O)N1CCC1,-1
CCc1nn2c(=O)cc(CSc3nnc(Cc4cccs4)n3C3CC3)nc2s1,-4
COCCn1ccc(NC(=O)C(=O)NC(C)c2cc(C)ccc2OC)n1 (stereo unspecified),2
COc1cccc2c1OCC(C(=O)NCc1c(C)noc1C)C2 (stereo unspecified),-14
Cc1ccn2c(C(=O)N3CC[C@@H](c4ccc5ccccc5c4)[C@H](O)C3)nnc2n1,1
C=CCN1C(=O)C2(NC(=O)c3ccccc3N2)c2ccccc21 (stereo unspecified),0
COc1ccc(CNC(=O)c2cn(Cc3ccc4c(c3)OCO4)c(=O)s2)cc1OC,-5
Cc1cc(C)c2nc(C)cc(C(=O)N3C[C@H](OC(C)C)[C@@H](O)C3)c2c1,-6&7
CN1CCN(Cc2c(O)ccc3c(=O)c(-c4ccc(Cl)cc4)coc23)CC1,2
COc1ccc(S(=O)(=O)NC(=O)C2(C)CCN2C(=O)C(C)(C)c2ccccc2)cc1OC (stereo unspecified),-17
CCCNC(=O)c1ccc(N2CCCC(c3nn(C)c(=O)n3CC)C2)nc1 (stereo unspecified),-55
CCc1nc(N)nc(N)c1-c1ccc(Cl)cc1,-11&-3
CCC(=O)C1=C(c2ccc(C)cc2)N(C(=O)CC)n2cnnc2S1,-5
CCCC(=O)N(CCN1CCOCC1)c1nc2c(OC)ccc(OC)c2s1,-1
Cc1cc(C)cc(C(=O)Nc2ncn[nH]2)c1,7
N/N=C1/C2CN3CCN(C2)CC1(Cc1ccccc1)C3,-11
COCc1c(N)cccc1Br,-3
CC(=O)Nc1ccc(CN2C(=O)C(C)(C)ON=C2c2ccc(NC(C)=O)cc2)cc1,-44
Cc1nn(-c2ccccc2)c(C)c1/C=N\N1CCN(Cc2ccccc2)CC1,-11
CCCOC1CCCN(C(=O)C2(N)CC2)C1 (stereo unspecified),5
CC(C)Cn1nccc1NC(=O)Cc1coc2cc3c(cc12)CCC3,-27
C=CCC(O)(CC=C)c1ccc(CN(CCOC)Cc2ccccc2OC)o1,1
Cc1cc(C)c(NC(=O)CN2CCN(C(=O)CN3CCOCC3)CC2)c(C)c1,-7

# By substructure: the entries above with a Cl atom (15)
SMILES,mcGAS MS inh
CC(C)C(NC(=O)c1ccccc1Cl)C(=O)NCC1CCCOC1C(C)C (stereo unspecified),-3
CC(NCc1ccco1)c1nc2cc(Cl)ccc2c(=O)[nH]1 (stereo unspecified),1
CNc1ncnc2ncn(CCC(=O)Nc3cccc(Cl)c3)c12,-5
COc1ccc(C(=O)C2CCCN(S(=O)(=O)c3ccc(Cl)s3)C2)c(C)c1 (stereo unspecified),-11
CCCNC(=O)c1ccc(NC(=O)CC2CCCO2)cc1Cl (stereo unspecified),-2
Cc1[nH]c(=O)c(C(=O)N2CCC(C(O)CC(C)C)CC2)c(C)c1Cl (stereo unspecified),-10
Cc1ccc(C(=O)NC2(C#N)CCC3(CC2)OCCO3)cc1Cl,-8
COc1ccc(S(=O)(=O)N2CCN(c3ccc(C)c(Cl)c3)CC2)cc1OC,10
CCn1c(C2CCCNC2)nn(Cc2ccc(Cl)s2)c1=O (stereo unspecified),-38
Cc1cn2c3c(=O)n(C)c(=O)n(C)c3nc2n1Cc1c(Cl)cccc1Cl,-4
O=C1OC(c2cc([N+](=O)[O-])ccc2Cl)=N/C1=C\C(Cl)=C\c1ccccc1,8
COC(=O)[C@@H]1C[C@H](C(=O)NCCCn2cccn2)[C@H](c2cccc(Cl)c2)N1C,-7
CCCOc1ccc(Cl)cc1NC(=O)N1CCC1,-1
CN1CCN(Cc2c(O)ccc3c(=O)c(-c4ccc(Cl)cc4)coc23)CC1,2
CCc1nc(N)nc(N)c1-c1ccc(Cl)cc1,-11&-3

# This is a subset; the hit share may differ from the screen's.
